# Yfh1-off respiration: enhancers of respiration in Yfh1-depleted yeast, dose response, Friedreich's ataxia, plus single-dose screen (AID 1465) | S. cerevisiae Yfh1-off respiration, WST-1 reduction, 72 h; higher fold induction means a stronger effect | fold induction at 50 µM, or EC50 in µM where a hit was titrated | hit rate 0.074% among 220,000;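 active = fold induction of absorbance versus untreated yeast above a set limit, then at least 30% activation at any dose in follow-up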;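 note: activators that raise dye reduction in frataxin-depleted yeast; strong numbers were not always called active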
# b-catenin transl: modulators of beta-catenin nuclear translocation, primary screen, imaging, HeLa cells, immunofluorescence, high-content. nuclear translocation activity, % at 5 µM. hit rate 0.3% among 190,000;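 active = nuclear translocation activity above 50% at 5 µM, with a well cell count of 50 or more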;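 note: per-cell ratio of nuclear to cytoplasmic median beta-catenin stain intensity; plate controls were DMSO negative control for no effect and GSK-3 inhibitor IX positive control for full effect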
#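 System: Human HeLa cells, endogenous beta-catenin | Compound dosing: 5 µM primary, 0.02–20 µM confirmation | Timing: 24 h compound exposure at 37°C, 5% CO2 | Measured by: Fluorescence imaging of beta-catenin antibody stain plus DAPI | Read-out basis: % activation of per-cell nuclear versus cytoplasmic median beta-catenin signal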
# HEK293 NOD2/NF-kB: NOD2 signaling inhibitors, cell-based, luminescence, uHTS, HEK293 (AID 1566). hit rate 0.63% among 290,000. HEK293 NOD2/NF-kB luciferase reporter, luminescence; higher % means a stronger effect. one-dose inhibition, % at 4 µM; EC50 in µM for titrated hits; in the data active = inhibition above about 50%; note: many of its hits are not listed in these tables
# M17LAP inhibition: P. falciparum M17LAP inhibitors, primary screen, biochemical, fluorogenic H-Leu-NHMec substrate, 1536-well (AID 1619); recombinant M17LAP, H-Leu-NHMec fluorogenic kinetic assay; higher % means a stronger effect; hit rate 0.38% among 220,000; one-dose inhibition, % at 30 µM; IC50 in µM for titrated hits;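 active = compound inhibiting the enzyme by more than half at any dose during confirmatory dose-response retesting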;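 note: plate controls were full reaction with DMSO carrier for no effect and no enzyme background for full effect; strong numbers were not always called active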
# Insulin prom up: insulin promoter activators in MIN6 cells, imaging, high-content screening, mouse beta cells; MIN6 insulin promoter-GFP reporter; hits give high values; z-score at 5 µM; AID 1625, 2009; hit rate 0.3% among 190,000;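 active = z-score above 3 at 5 µM with at least 500 cells counted in the well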
# MT stabilizer: microtubule stabilizers in HeLa cells, primary screen, imaging, high-content imaging | % tubulin-high responders, % at 10 µM | HeLa tubulin immunostaining HCS, 24 h; share of cells brighter than vehicle mean+2SD | hit rate 0.83% among 200,000;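 active = plate Z-score above 3 for both tubulin-high and condensed-nucleus cell shares, with cell loss under 80%, at 10 µM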;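 note: anti alpha tubulin signal scored within the nucleus-defined area of each cell; some results filed as inactive read as strong as hits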
# Autophagy mod: autophagy modulators in MEF cells, primary screen, imaging, high-content, MEF GFP-LC3 | MEF GFP-LC3 puncta imaging; test concentration mostly 10 µM | calls only at 10 µM (by protocol) | hit rate 0.98% among 190,000 | AID 463193, 2010;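 active = percentage of spot-positive cells more than 3 SD above its plate mean, without a fluorescence outlier flag or 80% toxicity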;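 note: spot-positive cell cutoff set from DMSO-treated cells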
# NOD1 NF-kB reporter: NOD1 signaling inhibitors, primary screen, cell-based, luminescence, uHTS (AID 1578); NOD1-driven NF-kB luciferase reporter cells, luminescence; higher % means a stronger effect; inhibition, % at 4 µM, or EC50 in µM where a hit was titrated; hit rate 1% among 290,000; in the data active = inhibition mostly above about 36%, no sharp cut-off; inactive = mostly below about 34%;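 note: HEK-293T reporter cells stimulated with the NOD1 agonist gamma-tri-DAP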
# Dynein transport: inhibitors of GR-EGFP nuclear translocation, primary screen, dynein cargo transport inhibitor project, imaging, high-content, 3617.4 mouse cells. AID 1381, 2008. z-score, hits read low. test concentration mostly 20 µM; stimulated with dexamethasone, 1 µM; hits give low values. hit rate 0.47% among 220,000;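 active = plate z-score of nuclear minus cytoplasmic receptor signal below a set negative limit, without overly bright fluorescence or cell loss, cut at about -3.5 in these data, passing the limit was not always enough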;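 note: z-score of nuclear minus cytoplasmic ring GR-EGFP intensity difference per well; some compounds called inactive have numbers as strong as hits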
#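 Schedule: 48 h induction, then 1 h compound, then 30 min agonist, 37 °C. Buffer or medium: tetracycline-free induction medium containing charcoal-stripped FBS. Reagent: 1.0 µM final dexamethasone stimulus. Evaluation: nuclear versus cytoplasmic GR-EGFP signal, averaged per well. Signal: high-content fluorescence imaging after fixation.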
# Dynein transport cytoplasmic EGFP: further read-out of Dynein transport, marked with its call; z-score; measured here: cytoplasmic GR-EGFP intensity; hits give high values
# Dynein transport nuclear GR-EGFP: further read-out of Dynein transport, marked with its call; z-score; measured here: nuclear GR-EGFP intensity;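 lower value marks the stronger effect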
# Dynein transport cell count: also measured in Dynein transport; calls as there; z-score; measured here: cell count per field
# Insulin prom up cell count: also measured in Insulin prom up; calls as there; cell count; measured here: cytotoxicity, nuclei count;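 total cells summed across four imaged fields per well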
# b-catenin transl cell count 5 µM: second read-out of b-catenin transl, no call of its own (marks repeat the call); cell count; measured here: cell count, cytotoxicity flag
# MT stabilizer Hoechst-high %: further read-out of MT stabilizer, marked with its call; % Hoechst-high responders; measured here: nuclear condensation Hoechst responders;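 share of cells brighter than vehicle mean plus two SD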
# MT stabilizer cytotoxicity %: recorded beside MT stabilizer, whose call it bears; toxicity, %; measured here: cytotoxicity by cell density;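 0% = mean cell density of plate MIN control wells and 100% = no cells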
# Autophagy mod cell loss 18 h: second read-out of Autophagy mod, no call of its own (marks repeat the call); toxicity, %; measured here: cell loss, nuclei count;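 cell loss after 18 h compound exposure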
# Numbers without * were called inactive; i = inactive; . = no result given; + = active, no number. These rows are one share of the data (hit frequency here may not be typical).
SMILES,Yfh1-off respiration,b-catenin transl,b-catenin transl cell count 5 µM,HEK293 NOD2/NF-kB,M17LAP inhibition,Insulin prom up,Insulin prom up cell count,MT stabilizer,MT stabilizer Hoechst-high %,MT stabilizer cytotoxicity %,Autophagy mod,Autophagy mod cell loss 18 h,NOD1 NF-kB reporter,Dynein transport,Dynein transport cytoplasmic EGFP,Dynein transport nuclear GR-EGFP,Dynein transport cell count
COc1cc2c(cc1OC)C(C1C(=O)CC(C)(C)CC1=O)N(C(=O)CCl)CC2 (stereo not given),i,4.8,482,21%,-71%,-0.15,1169,5.5,1.8,6.9,i,-1,-15%,0.7,-0.21,0.31,-1
CCCn1nnnc1NCc1c(F)cccc1Cl,i,1.4,904,6%,4%,-0.7,1432,1.7,0.9,2.8,i,-6,-19%,-0.7,-0.29,-0.03,0.8
CN(C)S(=O)(=O)c1cccc(-c2nn(-c3ccccc3)cc2/C=C2\SC(=S)NC2=O)c1,i,4.5,1004,14%,-31%,0.28,1073,2.1,3.5,5.0,i,-1,30%,-0.01,0.021,-0.041,-0.74
COc1c(O)cccc1-c1nnn(CCC(=O)OCC(=O)c2ccccc2)n1,i,-2.4,824,8%,7%,0.44,1039,2.8,1.2,6.3,i,-4,-2%,-0.7,-0.21,-0.19,0.68
Cc1nc(N2CCOCC2)c(C#N)c2c1COC(C)(C)C2,i,3.1,1161,17%,-42%,-0.65,1172,3.7,1.5,5.4,i,-4,-10%,-0.24,-0.24,-0.027,-0.089
CC(C)NC(=S)NC(=O)/C=C/c1cccc2ccccc12,i,0.5,589,17%,-4%,-0.09,1262,2.7,1.9,2.7,i,20,-3%,0.83,-0.25,0.43,-0.91
Cc1ccn2c(NCc3ccc4c(c3)OCO4)c(-c3ccc(O)cc3)nc2c1,i,1.2,1063,11%,16%,0.18,826,1.7,1.5,6.4,i,-2,4%,1.9,-0.24,1.7,-0.54
N#CC1=C(N)Oc2c(ccc3ccccc23)C1c1cccs1 (stereo not given),i,131*,595*,-75%,0%,-1.7,576,20*,31*,65*,+,68*,-74%,-1.2,1.2,-0.16,0.39
CC(C)CN1CCN(CC#Cc2ccccc2)CC1CCO (stereo not given),i,-0.8,976,-13%,.,0.21,1655,1.0,1.0,4.6,i,-7,-17%,-0.093,-0.24,0.19,0.73
Nc1nc(-c2ccco2)nn1S(=O)(=O)c1ccc(Cl)cc1,i,-1.2,1087,-9%,-12%,-0.17,1393,2.7,2.2,3.5,i,-8,-31%,1.4,-0.29,0.66,-0.27
O=C(NCCN1CCOCC1)c1cc(-c2ccc(Cl)cc2)on1,i,-3.2,713,11%,3%,-0.55,1407,3.2,2.3,5.7,i,-6,-14%,-1.1,-0.23,-0.69,-0.036
COc1ccc(Nc2nc(S(=O)(=O)c3ccc(C)cc3)c(Cl)s2)cc1,i,2.1,995,8%,11%,-0.53,1432,4.9,4.8,1.7,i,-1,27%,0.31,-0.23,-0.037,0.39
O=C(Nc1ccc(OC(F)(F)F)cc1)c1[nH]ncc1[N+](=O)[O-],i,0.7,1068,-12%,18%,-0.11,1204,3.7,3.3,5.9,i,-1,-37%,-0.85,-0.28,-0.39,0.86
Brc1ccc(Oc2nsnc2N2CCOCC2)cc1,i,0.6,647,-8%,-3%,3.9*,1297*,3.4,2.0,0.4,i,-5,-11%,-0.28,-0.36,0.1,-0.16
CCOC(=O)C1=C(CS(=O)(=O)c2ccccc2)NC(=O)NC1c1ccc(O)c(OC)c1 (stereo not given),i,-0.2,1323,6%,5%,-0.04,1118,.,.,.,.,.,-2%,-0.68,-0.12,-0.0024,0.93
CCC/C(O)=C1\C(=O)CCCC1=NCCCCCC(=O)O,i,0.1,1167,-3%,2%,0.19,928,0.8,1.1,7.5,i,-10,22%,-1.5,-0.17,-0.65,1.1
COc1ccc(NC(=O)Nc2ccc(N3CCCC3=O)cc2)cc1OC,i,-4.4,1235,-7%,2%,-0.09,1268,2.6,3.5,7.0,i,9,-8%,0.95,-0.23,1.1,0.38
COc1ccccc1/C=C/C(=O)OCCCN(C)C,i,0.1,910,11%,-1%,-0.75,1625,2.5,1.8,4.8,i,8,-23%,-0.67,-0.24,-0.14,0.83
CCCC(=O)Nc1ccc(NC(=O)Cc2ccccc2)cn1,i,-1.2,1155,0%,1%,0.61,1243,2.4,2.3,0.0,i,2,-36%,-0.59,0.15,-0.079,0.66
Cc1cc(Nc2ccccc2C(=O)O)n(-c2cccc(Cl)c2)n1,i,0.9,1293,2%,2%,0.22,1298,.,.,.,.,.,-9%,0.12,-0.27,-0.0076,-0.095
CC1CCc2nn(CC(=O)NCc3ccco3)cc2C1 (stereo not given),i,-0.2,1164,5%,27%,.,.,2.9,3.0,2.9,i,20,-20%,-0.47,-0.22,0.026,0.87
COc1ccccc1NC(=S)N(CCc1ccc(OC)c(OC)c1)Cc1ccccn1,i,-2.5,1038,-7%,-6%,0.25,1177,2.5,1.6,3.3,i,12,-14%,0.059,-0.27,0.036,-0.02
O=C(c1ccc([N+](=O)[O-])cc1)N1CCSC1c1ccc(Br)cc1 (stereo not given),i,.,.,-1%,-6%,-0.38,1130,3.1,2.9,11,i,1,-10%,-1,-0.26,-0.39,1
Cc1cc(C)nc(NC(=O)CSc2nnnn2-c2ccccc2)n1,i,.,.,9%,8%,0.42,914,2.0,1.7,9.8,i,-13,-16%,-0.48,-0.28,-0.068,0.9
COc1cc(C2SCCS2)cc(Br)c1Oc1ncccc1[N+](=O)[O-],i,-2.5,1191,13%,3%,-0.35,1341,.,.,.,.,.,9%,-0.69,-0.29,-0.35,0.43

# 3 entries from above, ordered by the number in NOD1 NF-kB reporter, smallest number first.
canonical_smiles | NOD1 NF-kB reporter
O=C(Nc1ccc(OC(F)(F)F)cc1)c1[nH]ncc1[N+](=O)[O-] | -37%
Cc1nc(N2CCOCC2)c(C#N)c2c1COC(C)(C)C2 | -10%
COc1ccc(NC(=O)Nc2ccc(N3CCCC3=O)cc2)cc1OC | -8%

# Carrying on.
SMILES,Yfh1-off respiration,b-catenin transl,b-catenin transl cell count 5 µM,HEK293 NOD2/NF-kB,M17LAP inhibition,Insulin prom up,Insulin prom up cell count,MT stabilizer,MT stabilizer Hoechst-high %,MT stabilizer cytotoxicity %,Autophagy mod,Autophagy mod cell loss 18 h,NOD1 NF-kB reporter,Dynein transport,Dynein transport cytoplasmic EGFP,Dynein transport nuclear GR-EGFP,Dynein transport cell count
CCc1c(C)sc(NC(=S)N2CCN(CC)CC2)c1C(=O)OC,i,-0.7,989,16%,2%,-0.16,1581,2.9,1.8,2.6,i,17,-51%,-0.74,-0.25,-0.041,0.81
C(=C\c1ccccc1)/CSc1nnc(-c2cccnc2)o1,i,3.1,1346,10%,4%,-0.42,1421,3.9,2.2,18,i,38,9%,2.2,-0.24,0.64,0.66
Cc1ccc(-c2nc(C)sc2CC(=O)OCC(=O)Nc2cccc([N+](=O)[O-])c2)cc1,i,1.5,1098,11%,9%,-0.36,1554,1.6,1.7,5.2,i,16,-20%,2.2,-0.36,1.1,-0.27
O=C(O)CCCC(=O)Nc1ccccc1-n1ccnc1,i,-4.6,1170,10%,2%,-1.1,1352,2.0,1.8,12,i,-5,-9%,-0.52,-0.2,0.07,0.7
COc1ccc(C(CC(=O)N2CCCC(C)C2)c2c(OC)cc(OC)c3ccc(=O)oc23)cc1 (stereo not given),i,-1.1,1015,-22%,12%,2.1,1023,.,.,.,.,.,2%,0.2,-0.62,0.23,0.00066
O=C(NC(=S)Nn1cnnc1)c1ccccc1Br,i,-0.6,1319,2%,13%,-0.01,1019,.,.,.,.,.,-1%,2.4,-0.19,2.1,-1.7
COc1ccc(C(C)=O)cc1CSc1nc2cc(C(=O)O)ccc2c(=O)n1Cc1ccccc1,i,4.6,448,36%,1%,-0.48,1327,3.0,2.0,8.2,i,0,21%,0.087,0.056,-0.28,0.25
NC(=O)c1ccsc1NC(=O)c1ccc(S(=O)(=O)N2CCCCC2)cc1,i,.,.,-24%,10%,0.8,862,7.5,2.6,2.6,i,13,-27%,-0.61,-0.19,-0.19,-0.07
Cc1cccc(N(CC(=O)NCCSc2nc3ccccc3s2)S(=O)(=O)c2ccccc2)c1,i,0.2,1085,-38%,-5%,-0.03,1568,1.3,2.2,14,i,-11,-22%,-0.73,-0.14,-0.082,0.044
Cc1ccc(C)c(-c2nc3ccc(N)cc3[nH]2)c1,i,.,.,-10%,-204%,-1.7,1247,8.3,3.2,2.1,i,5,8%,-1.1,-0.25,-0.66,0.72
CCOc1cc(S(=O)(=O)NCCc2cccc(C)c2)c(OCC)cc1-n1cnnn1,i,-0.4,1009,-26%,-6%,-0.29,1711,4.1,2.3,6.8,i,1,6%,0.95,0.41,-0.097,-1.7
O=C(Nc1ccccc1)Nc1ccccc1Br,i,-1.4,1075,-50%,7%,0.59,1503,2.1,1.8,4.5,i,2,-53%,-0.47,-0.19,-0.17,0.23
